High-throughput results (PubChem)
IL-1B inflam inh – inflammasome signaling inhibition, IL-1 beta readout | activity change, % at 57.5 µM | actives 4.7% (n = 360,000) | THP-1 LPS/ATP IL-1B secretion, AlphaLISA, 16 h; stronger effect = lower value; in the data active means activity change below about -50%; inconclusive means mostly about -30% to -49%; further: on the % scale 0 is the no-effect control and ±100 the full control effect
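THP-1 cells pretreated 1 hr with compounds (up to 57.5 uM final), then stimulated with LPS (250 ng/mL final) plus ATP (1.25 mM final); secreted IL-1B measured by AlphaLISA after 16 hr, decreased signal indicating inhibition.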
HT1080 IDH1KD tx – HT-1080 IDH1 knockdown cell toxicity (counter line); HT-1080 IDH1 knockdown viability, ATP luminescence, 48 h; Potency, µM (top dose mostly 46.1 µM), without a hit: at the top dose activity, negative = toxicity, hits mostly cytotoxic; actives 2% (n = 360,000);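 further: potency means the concentration at half of the fitted maximal effect; 0% = DMSO wells and -100% = cell-free medium wells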
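Viability of IDH1-knockdown HT-1080 fibrosarcoma cells was assessed by CellTiter-Glo after 48 h at 37 °C with titrated compound; concentration-effect curves were classified by fit quality and response size.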
MCF10A rerep – DNA re-replication induction in MCF 10a cells; MCF 10A DNA re-replication, Hoechst nuclear intensity, 48 h; Potency, µM (highest dose often 46.1 µM), inactives show top-dose activity, positive = re-replication, actives largely listed as activators; actives 2.9% (n = 350,000); further: potency means the concentration at half of the fitted maximal effect; % of control where 0% means no effect; nearly all actives have a fitted effect of over 50% in size
HT1080-NT tox – kills 2HG-producing HT-1080-NT fibrosarcoma cells | AID 686970 | actives 1.6% (n = 360,000) | HT-1080-NT fibrosarcoma viability, CellTiter-Glo ATP luminescence, 48 h | Potency, µM (highest dose often 46.1 µM), for inactives: at the top dose activity, negative = less viability, most hits filed as cytotoxic;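 further: NT is the 2HG producing partner of a matched IDH1 knockdown line; potency means the concentration at half of the fitted maximal effect; 0% = DMSO-treated cells and -100% = media-only wells without cells; nearly all actives have a fitted effect of over 55% in size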
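Luminescent CellTiter-Glo readout after 48 hours of compound exposure at 37 degrees C defined viability of HT-1080-NT cells. Activity was normalized to DMSO wells and cell-free media wells; concentration-response curves were fitted and assigned curve classes.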
WRN helicase inh – WRN helicase (human) inhibition. Q14191. WRN helicase unwinding, fluorescent forked duplex, kinetic. Potency, µM (titrated, usually from 114 µM), for inactives: at the top dose activity change, negative = inhibition, actives largely listed as inhibitors. actives 0.46% (n = 360,000). AID 651768; further: potency means the concentration at half of the fitted maximal effect; on the % scale 0 is the no-effect control and ±100 the full control effect; nearly all actives have a fitted effect of over 55% in size
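Fluorescence dequenching readout, ex 525 nm/em 598 nm, kinetic mode: forked duplex DNA (100 nM final) with adjacent fluorophore and quencher unwound by WRN (20 nM final) with 2 mM ATP. Compound preincubation 15 min, room temperature.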
ATXN2 expr inh – reduces ATXN2 reporter expression in HEK-293 cells. actives 0.72% (n = 360,000). Potency, µM (titrated, usually from 57 µM), for inactives: at the highest dose activity change, negative = inhibition, actives largely listed as inhibitors. AID 1745845. HEK-293 ATXN2-luciferase reporter, luminescence, 24 h; further: potency means the concentration at half of the fitted maximal effect; on the % scale 0 is the no-effect control and ±100 the full control effect; nearly all actives have a fitted effect of over 55% in size
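ATXN2-luciferase reporter cells (luciferase flanked by upstream and downstream ATXN2 gene portions) were treated 24 h at 37 °C with compounds at up to 57 uM. SteadyGlo luminescence gave expression; GF-AFC fluorescence gave viability.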
KB-3-1 tox – KB-3-1 parental cell cytotoxicity. KB-3-1 viability, CellTiter-Glo ATP luminescence, 72 h. Potency, µM (highest dose often 46.1 µM), for the others: top-dose activity change, negative = cytotoxic, actives largely listed as cytotoxic. actives 1.4% (n = 400,000); further: potency means the concentration at half of the fitted maximal effect; on the % scale 0 is the no-effect control and ±100 the full control effect; nearly all actives have a fitted effect of over 60% in size
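Here the drug-naive KB-3-1 line serves as comparator for MDR sub-line selectivity; cells received compound titrations, 72 h at 37 °C, then CellTiter-Glo readout.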
SW480 rerep – induces DNA re-replication in SW480 colon adenocarcinoma cells | Potency, µM (top dose mostly 46.1 µM), for the others: at the highest dose re-replication activation, actives largely listed as activators | SW480 DNA re-replication, Hoechst DNA content imaging, 48 h | actives 1.8% (n = 340,000); further: potency means the concentration at half of the fitted maximal effect; % of control where 0% means no effect; nearly all actives have a fitted effect of over 55% in size
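DNA re-replication was detected as more nuclei of elevated Hoechst intensity after 48 hr exposure to compound (23 nL pinned per well of 250 cells).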
KB-V1 cytotox – KB-V1 MDR subline cytotoxicity | KB-V1 MDR cells viability, CellTiter-Glo, 72 h | Potency, µM (top dose mostly 46.1 µM), for the others: at the highest dose activity change, negative = cytotoxicity, most hits filed as cytotoxic | actives 3.4% (n = 400,000) | AID 1347076; further: potency means the concentration at half of the fitted maximal effect; on the % scale 0 is the no-effect control and ±100 the full control effect; nearly all actives have a fitted effect of over 60% in size
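KB-V1 cells (P-gp-expressing MDR subline of KB-3-1) in phenol-red-free DMEM with 10% FBS were exposed to library compounds over a concentration series for 72 h at 37 degrees C. Viability read by CellTiter-Glo luminescence; concentration-effect curves fitted after normalization.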
Active calls of the source: *; ? = inconclusive; / = no result given; & = joins results of further samples; [ ] = dose if it differs, or a comment. Unless noted, the call rests on the fitted dose curve; in most records, active means well fitted curve in the direction sought with a large enough effect; inconclusive means small, poorly fitted or top-dose-only effect, or another doubt; inactive means no such curve, though single readings can be large; an effect the other way counts as inactive or inconclusive.

structure	IL-1B inflam inh	HT1080 IDH1KD tx	MCF10A rerep	HT1080-NT tox	WRN helicase inh	ATXN2 expr inh	KB-3-1 tox	SW480 rerep	KB-V1 cytotox
COc1ccc(C2C(C#N)=C(N)OC3=C2C(=O)CC(C)(C)C3)c(OC)c1OC (centres undefined)	4	21%	2%	20%	-8%[57.1 µM]	1%	11%	-3%	1%
CCOC(=O)c1c(NC(=O)CC2Sc3ccc(C(F)(F)F)cc3NC2=O)sc(C)c1C (centres undefined)	4	24%	?	8%	2%	1%	-10%	-2%	?
CC(=O)Nc1c(O)nc(SCC(=O)N2CCN(c3ccc(F)cc3)CC2)[nH]c1=O	7	-1%	17%	-5%	-7%	-13%	-1%	2%	?
O=[N+]([O-])c1ccc(Nc2nc(N/N=C\c3ccc4c(c3)OCO4)nc(N3CCCCC3)n2)cc1	?	-5%	10%	-15%	-13%	-2%	-9%	1%	-29%
COc1cc(COCC(O)CN2CCc3ccccc3C2)cc(OC)c1OC (centres undefined)	7	-1%	13%	-3%	-3%	-10%	-4%	-11%	-18%
O=C(NC(Cc1ccccc1)C(=O)N1CCc2ccccc2C1)c1ccccc1 (centres undefined)	-27	-9%	?	9%	3%	2%	24%	27%	-11%
Cc1nn(CC(=O)Nc2cc(S(=O)(=O)N(C)C)ccc2Cl)c(C)c1[N+](=O)[O-]	1	-3%	17%	8%	2%	0%	0%	-4%	21µM*
CCOc1ccc(NC(=O)/C(C#N)=C\c2ccc(N3CCCC3)c(C)c2)cc1	-23	8%	29%	1%	2%	-28%	1%	?	3%
Cc1ccc(S(=O)(=O)N2CCC(C(=O)NC3CCCCCC3)CC2)cc1	-1	-10%	0%	-9%	5%	1%	10%	0%	11%
CC1CCCN(C(=O)CNC(=O)Cn2ccc3ccccc3c2=O)C1 (centres undefined)	5	2%	?	1%	2%	7%	8%	-9%	-12%
COc1cccc(N2CCN(S(=O)(=O)c3c(C)[nH]c(C)c3C(=O)N3CCCC3)CC2)c1	30	0%	6%	9%	11%	-11%	-23%	-4%	-28%
COc1ccc(-c2cc(=O)c3cc(O)ccc3o2)cc1	-18	-19%	-2%	-11%	-5%	38%[activator]	-2%	-7%	?
C[C@@H](NC(=O)c1[nH]cnc1C(=O)Nc1ccccc1F)c1ccccc1	5	-22%	/	-12%	-7%	-24%	-3%	/	13%
COc1cc(C(=O)COC(=O)CNC(=O)C2CCCCC2)cc(OC)c1OC	19	0%	4%	-1%	4%	-2%	-1%	-1%	3%
Cn1cc(Cl)c(C(=O)N(Cc2ccccc2)c2ccccn2)n1	11	4%	-3%	3%	1%	1%	5%	-6%	10%
CC1=C(C(=O)OCc2ccccc2)C(c2ccsc2)C(C#N)=C(N)O1 (centres undefined)	19	-1%	?	-4%	-26%	-3%	1%	0%[9.22 µM]	24%
COC(=O)c1ccc(NC(=O)C2CC2)o1	15	13%	2%	10%	-2%	6%	2%	-4%	26%
COc1cccc(NC(=O)NC2CCCCCCC2)c1	?	-15%	15%	-11%	-6%	55%[activator]	-3%	16%	-10%
C=CCc1ccc(OC(=O)c2ccccc2)c(OC)c1	40	-6%	2%	0%	-7%	1%	0%	2%	-11%
O=C(CCCc1ccccc1)Nc1nnc(C(F)(F)F)s1	-16	-26%	16%	-15%	-17%	1%	-9%	3%	1%
CCOC(=O)C1=C(COC(=O)c2ccc(C)c(S(=O)(=O)N3CCOCC3)c2)NC(=O)NC1C (centres undefined)	1	-3%	1%	4%	-1%	9%	-3%	-11%	2%
CCOc1ccccc1N1CCN(C(=S)NCc2ccccc2)CC1	5	-6%	?	1%	-2%	0%	-8%	11%	-12%
COc1cccc(CNC(=O)c2ccc(CS(=O)c3ccccc3)o2)c1 (centres undefined)	5	16%	0%	6%	2%	-5%	4%	9%	5%
Cc1c(C(=O)Nc2nc3ccccc3[nH]2)oc2c(Cl)cccc12	51	-19%	?	-17%	-8%	4%	?	?	?
Cc1ccc(C(F)(F)F)cc1NC(N)=S	-7	2%	?	10%	-2%	-30%	2%	0%	0%
CC1=C(C(=O)N2CCCCCC2)CC(CC(=O)NC2CCCCC2)C(=O)N1CCC1=CCCCC1 (centres undefined)	-27	-15%	/	-30%	-2%	-34%	2%	/	-41%
O=C1C=CC(=O)N1c1cccc2cccnc12	-23	0%	-40%	1%	?	4%	6%	8%	-14%
CCOC(=O)N1CCN(c2cc(C)c(C(C)=O)cc2F)CC1	0	6%	15%	3%	-14%	-1%	3%	2%	4%
O=C(NCc1ccccc1)c1onc(CS(=O)(=O)c2ccccn2)c1C(=O)NCc1ccccc1	-15	-19%	-3%	-10%	1%	-2%	-1%	-3%	-3%
CN(CC(=O)Nc1ccc(Cl)c(C(F)(F)F)c1)C(=O)C1CCN(C(=O)c2ccc(Cl)cc2)CC1	?	?	?	?	-8%	/	-28%	4%	-5%
N/C(=N\OC(=O)COc1ccc(Cl)cc1Br)c1cccnc1	-12	-2%	?	1%	1%	15%	1%	-3%	?
O=C(Nc1cc(Cl)ccc1N1CCOCC1)c1ccc(N2CCCCC2)c([N+](=O)[O-])c1	-6	5%	-16%	-15%	1%	-13%	-18%	-9%	-21%
Oc1ccc(/C=N/Nc2nn3cnnc3c3ccccc23)cc1	9	-1%	5%	-4%	?	/	3%	-6%	14%
CCC1COCCS(=O)(=O)N1Cc1ccc(C)cc1 (centres undefined)	10	16%	5%	22%	2%	8%	13%&8%	-7%	2%&-16%
Cc1ccc(C2=NNC(C(O)C(O)C(O)C(O)CO)S2)cc1 (centres undefined)	0	10%	-13%	20%	-6%	34%[activator]	1%	-2%	9%
O=C(CN1C2=NCCN2c2ccccc21)c1ccco1	0	-2%	463%[0.0737 µM]	1%	-1%	-9%	-1%	-6%	18%
COCCCNC(=O)c1ccc(S(=O)(=O)c2ccc(C)cc2)c(NC(C)=O)c1	0	1%	-5%	5%	4%	10%	2%	-7%	9%
O=C(CN1CCCCCC1=O)N1CCN(S(=O)(=O)c2cccs2)CC1	-8	2%	-1%	9%	3%	/	-1%	154%	25%
Cc1cccc(NC(=O)C2(c3cccs3)CCOCC2)n1	10	-2%	-3%	-9%	-3%	0%	-5%	-54%[inhibitor]	16µM*
Nc1nnc(SCCOc2ccccc2)s1	-8	8%	-25%	?	9%	38%	-2%	-1%	0%
Cc1ccccc1N(C(=O)CS(=O)CC(=O)Nc1ccc(F)cc1)C(C)C(=O)NC(C)(C)C (centres undefined)	3	?	?	-4%	6%[57.1 µM]	-1%	-1%	-2%	0%
CCOC(=O)c1c(NC(=O)C2C3CCC(O3)C2C(=O)O)sc(C)c1-c1ccc(C)cc1 (centres undefined)	16	4%[9.24 µM]	1%	1%	-3%	7%	-3%	-5%	-17%
Cc1ccc(NC(=O)CCn2nc(C)cc2C)c(C)c1	2	13%	-5%	14%	11%	-5%	-1%	-9%	11%
CC(=O)c1c(C)[nH]c(C(=O)OCC(=O)N2CCN(c3ccccc3)CC2)c1C	21	5%	/	-2%	21%	/	-2%	/	8%
O=C(CCS(=O)(=O)c1ccccc1)Nc1ccc(-c2nc3ccccc3s2)cc1	21	-7%	-4%	-2%	?	42%[activator][11.3 µM]	0%	?	?
COc1ccc(N2CCN(C(=N)/C(C(C)=O)=C(\C)O)CC2)cc1	-5	1%	-3%	-1%	2%	1%	-2%	-7%	-10%
O=C(Cn1cnc2nc3n(c2c1=O)CCC3)NCc1ccccc1	2	18%	-9%	27%	6%	-4%	-3%	?	5%
COn1c(SCC(=O)N(C)C)nc2ccccc2c1=O	15	-9%	1%	10%	-4%	-12%	6%	-10%	?
Cc1ccccc1NC(=O)c1ccc(S(=O)(=O)N2CCCC2)cc1	-19	-3%	10%	2%	3%	0%	18%	-9%	-12%
COC(=O)c1ccc2nc(-c3ccc(C)cc3)c(Cc3ccc(C)cc3)n2c1	37	11%	/	11%	1%	-9%	-29%	/	-29%

Later entries:
structure	IL-1B inflam inh	HT1080 IDH1KD tx	MCF10A rerep	HT1080-NT tox	WRN helicase inh	ATXN2 expr inh	KB-3-1 tox	SW480 rerep	KB-V1 cytotox
CC1=C(C(=O)N2CCCCCC2)CC(CC(=O)NCCN2CCOCC2)C(=O)N1CCC1=CCCCC1 (centres undefined)	/	2%	/	8%	0%[57.1 µM]	/	/	/	-8%
C=C(C)COc1ccc(-c2n[nH]c(C)c2-c2ccc(OC)cc2)c(O)c1	-51*	18µM*	21µM*	21µM*	-10%	?	?	?	?
CC(C)OCCCNC(=O)C1CCC(CNS(=O)(=O)c2cccc3nsnc23)CC1 (centres undefined)	13	2%	7%	5%	4%	3%	5%	7%	-6%
Cc1ccccc1NC(=O)Cn1nnc2ccccc21	3	11%	18%	2%	1%	29%	-3%	2%	16%
COc1ccc(N2CCN(S(=O)(=O)CCNC(=O)C3CC(=O)N(c4ccccc4)C3)CC2)cc1 (centres undefined)	-3	12%	6%	-1%	-1%	6%	?	-12%	-14%
O=C(c1cccc(S(=O)(=O)N2CCCC2)c1)N1CCN(c2ncccn2)CC1	11	2%	-5%	4%	3%	-1%	6%	-8%	-16%
COc1ccc(S(=O)(=O)Nc2ccc3c(c2)n(C)c(=O)n3C)cc1	-3	0%	-5%	25%	8%	21%	0%	-19%	-4%
